# INS promoter inh – inhibitors of insulin promoter-driven GFP, primary screen, imaging, TRM-6 cells (human fetal islet line), eGFP reporter, cell count; reporter expression induced with tamoxifen; inhibition, % at 2 µM; actives 0.9% (n = 130,000); AID 1273, 2008;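 active = inhibition above the mean plus 3 SD, with well images judged a real hit on visual review, cut at about 60% in these data, passing the limit was not always enough; inconclusive = inhibition over the cutoff but images rejected on review; inactive = inhibition not above the cutoff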
# SDO1 yeast rescue – growth rescue of sdo1-depleted yeast, primary screen, S. cerevisiae, bone marrow failure model. S. cerevisiae sdo1-depleted JHY4D growth rescue, OD600 30 h; stronger effect = higher value; pdr5 snq2 efflux-pump mutant strain. z-score at 10 µM. actives 0.21% (n = 140,000). AID 817, 2007;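 active = z-score above 3 at both the 24 hr and the 30 hr optical density reads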;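 note: z-score against mean and SD of all compound wells on the same plate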
# SDO1 yeast rescue Rescue 24 h – recorded beside SDO1 yeast rescue, whose call it bears; z-score; S. cerevisiae sdo1-depleted JHY4D growth rescue, OD600; measured here: growth rescue at 24 h;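 0 is the plate mean of compound wells and units are plate SD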
# The depositor's hits bear a star; u = inconclusive; x = no result given; [ ] = remark or other dose. An excerpt; count on the stated rates, not on these rows.
# Start of the listing, in advance, 14 compounds:
INS promoter inh	SDO1 yeast rescue	SDO1 yeast rescue Rescue 24 h	structure
21	x	x	CC(C)(C)n1nc2c(c1NC(=O)c1ccccc1)CS(=O)(=O)C2
-370	-0.42	-0.7	CCOc1ccc(-c2nn[nH]n2)cc1OCC
6	-0.23	0.57	COc1ccc(N=C2NC(=O)S/C2=C\c2ccc(N(C)C)cc2)cc1
17	x	x	CC(=O)c1cccc(NC(=O)COC(=O)c2cccs2)c1
-67	0.74	0.11	COc1cccc(/C(O)=C2/C(=O)C(=O)N(c3cc(C)on3)C2c2cccs2)c1 (stereo not given)
x	-0.07	-0.92	c1ccc(CNc2nc3ccccc3n2CCN2CCOCC2)nc1
x	0.22	0.48	COc1cc2c(cc1OC)CN(Cc1ccc(OC)c(C)c1OC)CC2
7	0.25	-1.2	O=C(N1CCNCC1)N1CCOCC1
x	0.25	-0.24	Cc1ccc(C(=O)Cn2nnc(-c3ccccc3-n3cnnn3)n2)cc1
-66	-0.53	-0.85	CN(C)c1ccc(/C=N/NC(=O)CN(c2ccccc2Cl)S(C)(=O)=O)cc1Br
25	-0.26	-0.32	COc1ccc2nc3c(cc2c1)c(NC(=O)C1CCCO1)nn3CC(C)C (stereo not given)
x	0.92	0.79	CCOc1cc(CNc2ccccc2)cc(Br)c1OCC(=O)NC(C)(C)C
16	1.8	2	CCCCn1c(C(C)NC(=O)COC)nc2ccccc21 (stereo not given)
25	x	x	O=S(=O)(NCCOc1ccccc1Cl)c1ccc2oc3ccccc3c2c1

# Results, from the first entry:
INS promoter inh	SDO1 yeast rescue	SDO1 yeast rescue Rescue 24 h	structure
21	x	x	CC(C)(C)n1nc2c(c1NC(=O)c1ccccc1)CS(=O)(=O)C2
-370	-0.42	-0.7	CCOc1ccc(-c2nn[nH]n2)cc1OCC
6	-0.23	0.57	COc1ccc(N=C2NC(=O)S/C2=C\c2ccc(N(C)C)cc2)cc1
17	x	x	CC(=O)c1cccc(NC(=O)COC(=O)c2cccs2)c1
-67	0.74	0.11	COc1cccc(/C(O)=C2/C(=O)C(=O)N(c3cc(C)on3)C2c2cccs2)c1 (stereo not given)
x	-0.07	-0.92	c1ccc(CNc2nc3ccccc3n2CCN2CCOCC2)nc1
x	0.22	0.48	COc1cc2c(cc1OC)CN(Cc1ccc(OC)c(C)c1OC)CC2
7	0.25	-1.2	O=C(N1CCNCC1)N1CCOCC1
x	0.25	-0.24	Cc1ccc(C(=O)Cn2nnc(-c3ccccc3-n3cnnn3)n2)cc1
-66	-0.53	-0.85	CN(C)c1ccc(/C=N/NC(=O)CN(c2ccccc2Cl)S(C)(=O)=O)cc1Br
25	-0.26	-0.32	COc1ccc2nc3c(cc2c1)c(NC(=O)C1CCCO1)nn3CC(C)C (stereo not given)
x	0.92	0.79	CCOc1cc(CNc2ccccc2)cc(Br)c1OCC(=O)NC(C)(C)C
16	1.8	2	CCCCn1c(C(C)NC(=O)COC)nc2ccccc21 (stereo not given)
25	x	x	O=S(=O)(NCCOc1ccccc1Cl)c1ccc2oc3ccccc3c2c1
29	0.76	-0.67	CN1C(=O)C(O)(CC(=O)c2cccnc2)c2ccccc21 (stereo not given)
x	0.35	0.29	COc1cc2[nH]c(=O)n(CCCC(=O)NCCc3ccccc3)c(=O)c2cc1OC
x	0.63	0.93	COC(=O)c1c(NC(=O)COC(=O)Cn2cnc3ccccc32)sc(C)c1C
27	-0.05	0.04	CCOC(=O)c1c(C)n(C)c2cc(Br)c(C)cc12
-100	-0.23	-1	CCCc1cc(=O)n2[nH]c(-c3cc(OC)c(OC)c(OC)c3)nc2n1
-23	-2.5	-1.9	CCOC(=O)n1c(=O)n(Cc2c(Cl)cccc2Cl)c2ccccc21
-21	-0.15	-0.5	O=C(O)CC(C(=O)NC1CCCCC1)C1CCCO1 (stereo not given)
11	0.28	-0.03	COCCSc1ccccc1C(=O)Nc1cc(C)ccn1
7	x	x	O=[N+]([O-])c1ccc(S(=O)(=O)N2CCN=C2SCc2cccnc2)cc1
x	0.34	0.25	CCOC(=O)N1CCC(NC(=O)Cn2cccc2C(=O)c2ccccc2)CC1
x	2.2	2.8	CCCC(=O)NC(=S)Nc1ccc(NC(=O)C(C)C)c(OC)c1
-29	-0.86	-1.1	CC(C)Cn1c2c(c(O)c(C(=O)Nc3nccs3)c1=O)CCCC2
-25	-0.34	-0.99	C/C(CCN1CCCCc2nc(C)c(C)cc21)=N\O[C@@H](C)c1cn([C@H](CO)Cc2ccccc2)nn1
-38	-1.1	0.21	BrC(=C\c1ccccc1)/C=N/N1CCN(Cc2ccccc2)CC1
x	-1.5	-0.62	C(=N\Nc1nc2ccccc2s1)/c1cccs1
-6	-0.98	-1.4	COc1cc(S(=O)(=O)Nc2cc(C)cc(C)c2)ccc1F

# 3 entries out of the list, arranged by formula weight, smallest number first:
INS promoter inh	SDO1 yeast rescue	SDO1 yeast rescue Rescue 24 h	structure
-6	-0.98	-1.4	COc1cc(S(=O)(=O)Nc2cc(C)cc(C)c2)ccc1F
21	x	x	CC(C)(C)n1nc2c(c1NC(=O)c1ccccc1)CS(=O)(=O)C2
6	-0.23	0.57	COc1ccc(N=C2NC(=O)S/C2=C\c2ccc(N(C)C)cc2)cc1

# Next records follow.
INS promoter inh	SDO1 yeast rescue	SDO1 yeast rescue Rescue 24 h	structure
x	-1.5[16.7 µM]	0.37	COc1cccc(CNc2ccc(F)c(Cl)c2)c1O
-38	-0.38	-0.31	O=C(CCC(=O)OCC(=O)c1ccc(Cl)cc1Cl)Nc1cccc2cccnc12
-33	-0.54	-1.5	Cc1ccccc1NC(=O)CSc1nnc(-c2ccco2)c(-c2ccco2)n1
-8	-0.88	-1	O=C(Oc1cccc(NC(=O)c2cccs2)c1)c1cccc(S(=O)(=O)N2CCCC2)c1
-168	x	x	CCCN1CCN(C(=O)Nc2cccc(C(F)(F)F)c2)CC1
6	2.9	2.6	COc1ccc(-n2c(N)c(C(=O)NCc3cccnc3)sc2=S)cc1
46	-0.03	-0.22	COc1ccc(C2C(C#N)=C(N)Oc3c2c(C)nn3-c2ccccc2)cc1Cn1nc(C)c([N+](=O)[O-])c1C (stereo not given)
x	-0.93	-0.4	COc1ccc(-n2c(N3CCN(C)CC3)nc3sc4c(c3c2=O)CCCCC4)cc1
-75	0.12	0.75	O=C(COc1ccccc1)Nc1ccccc1C(=O)NCc1ccco1
33	-0.29	-0.66	COC(=O)c1ccc(C(=O)OC)c(NC(=O)CSCc2ccccc2Br)c1
23	-0.6	0.14	COCCN1Cc2cccc(C(=O)Nc3ccccc3OC)c2C1=O
x	0.68	0.24	O=C(O)CC/C(=N\Nc1ccc(S(=O)(=O)N2CCCC2)cc1[N+](=O)[O-])c1cccs1
50	0.61	0.56	O=C(O)C1C2C=CC(C2)C1C(=O)N1CCOCC1 (stereo not given)
x	1.4	1.1	c1csc(-c2nn[nH]n2)c1
x	0.69	0.45	O=C(NCc1ccco1)c1nnc(Cc2ccc(F)cc2)o1
-21	7.2	1.1	c1ccc(C(c2ccccc2)N2CCN(Cc3nnnn3C3CCCC3)CC2)cc1
x	-0.43	-0.47	COC(=O)c1nnn(-c2nonc2N)c1CSc1ccc(Cl)cc1
x	0.02	0.23	CCCNC(=O)OCC12CC3CC(CC(C3)C1)C2
22	x	x	CCN(C(=O)COC(=O)c1cccc(NS(=O)(=O)c2ccc(F)c(F)c2)c1)C1CCS(=O)(=O)C1 (stereo not given)
10	-1.4	-0.87	O=C(O)C1C2C=CC(C2)C1C(=O)N1CCN(C/C=C/c2ccccc2)CC1 (stereo not given)
-54	0.44	0.07	COCCCNC(=O)COc1ccc(S(=O)(=O)NCc2ccccc2)cc1Cl
-67	-0.63	-0.56	COc1ccc2c(c1)[nH]c1c(N3CCN(Cc4ccc5c(c4)OCO5)CC3)ncnc12
57	x	x	COc1ccc(OC)c(NC(=O)C2=C(C)NC(=O)NC2c2cccs2)c1 (stereo not given)
-16	0.73	-0.13	CCOC(=O)CSc1nc(N)nc(C)c1Br
-33	0.58	0	Cc1ccc(CSC2=Nc3ccccc3C3=NC(CCC(=O)NCc4ccco4)C(=O)N23)cc1 (stereo not given)
31	-1.6	-1	COc1ccccc1-n1cnnc1SCc1csc(-c2ccccc2)n1
x	-1.2	-0.97	CCCCCCC(=O)N(O)C1CC(=O)N(Cc2ccccc2)C1=O (stereo not given)
13	0.95	0.62	O=C(/C=C/NCc1ccc(F)cc1)c1ccccc1
-26	x	x	CCc1ccc(-n2c(=O)c3ccccc3n(CC(=O)C(C)(C)C)c2=O)cc1
62	x	x	O=C(COC(=O)c1ccc(Cl)nc1)NCc1ccco1
40	0.83	0.32	O=c1c(=O)n(O)c2ccccc2n1O
33	0.17	-0.36	COCCCNC(=O)Cn1nc(-c2ccccc2OC)ccc1=O
x	0.1	-0.01	COc1ccc(C(c2nnnn2CCc2ccccc2)N2CCN(C)CC2)cc1OC (stereo not given)
30	0.8	1.2	C=CCn1c(COc2ccccc2C)nnc1SCC(=O)O
27	-0.34	-0.6	CCn1c(SCC(=O)N/N=C/c2ccc(C)o2)nnc1-c1ccc(C(C)(C)C)cc1
29	-0.82	0.2	Cc1cc2oc3c(c(=O)c2cc1C)C(c1cccc(Br)c1)N(Cc1ccco1)C3=O (stereo not given)
25	0.77	-0.12	O=C(O)c1cnc(-c2ccccc2)nc1Sc1ccccc1Cl
x	0.38	0.38	CCc1ccc(C2NC(=S)NC3=C2C(=O)CCC3)cc1 (stereo not given)
17	x	x	CC(NC(=O)COC(=O)CCc1nc2ccccc2c(=O)[nH]1)c1ccccc1 (stereo not given)
x	0.49	-0.44	CCc1n[nH]c2c1/C(=N/O)CCC2
u	0.56	0.3	CCCCn1cnc2c(cnn2-c2ccc(F)cc2)c1=O
x	-0.23	-0.28	CCOc1ccc(-n2c(SCc3ccc(C#N)cc3)nnc2-c2cccnc2)cc1
-28	0.4	-0.41	Cc1nnc(SCC(=O)Nc2ncc(Cl)cc2Cl)n1Cc1ccccc1
29	0.27	-0.41	CCN(CC)c1ccc(C2NCC(c3ccc([N+](=O)[O-])cc3)O2)cc1 (stereo not given)
-24	0.27	0.35	CCc1cccc(C)c1NC(=O)c1cccc(N(C)C)c1
23	0.34	-0.26	N#C/C(=C\c1cccs1)C(=O)NCc1ccco1
-23	0.52	0.35	CCOC(=O)N1CCC(NC(=O)C(Cc2ccccc2)NC(=O)C2CCCCC2)CC1 (stereo not given)
23	-0.17	-0.26	O=C(COC(=O)CNS(=O)(=O)c1c(Cl)cccc1Cl)Nc1cccnc1Cl
-3	0.27	0.26	CC(=O)c1c(C)[nH]c(C(=O)NCc2ccc(C)cc2)c1C
-5	-0.83	-0.73	O=C(CSc1nnc(COc2ccc(Cl)cc2)o1)OC1CCCCC1

# Next compounds follow:
INS promoter inh	SDO1 yeast rescue	SDO1 yeast rescue Rescue 24 h	structure
31	0.74	0.46	COc1ccc(CN(C)CC(=O)NC(=O)NCc2ccccc2)c(OC)c1
-27	-0.65	-0.88	O=C1CC(c2ccco2)Sc2nc3ccccc3n21 (stereo not given)
27	x	x	COc1ccc(-n2nc([N+](=O)[O-])c(=NCCc3cccc(C)c3)n2O)cc1
0	0.98	2.1	Cc1ccc(OCCOCCNC(C)C)c(Br)c1
22	0.36	1.4	CCNc1nc(-c2ccc(Cl)cc2)cs1
-21	x	x	O=C(O)CSc1c2c(nc3cc(C(=O)N4CCCC4)ccc13)CCCC2
x	0.09	-0.16	CCC1CCCCN1CCCNC(=O)Cn1nc(-c2ccccc2)ccc1=O (stereo not given)
-8	-1.2	-0.82	CCCn1nnc(NC(=O)c2ccc(-c3ccccc3)cc2)n1
25	-0.26	-0.38	CC1CCN(C(=O)CSc2nc(N)cc(N)n2)CC1
21	x	x	O=C(CN1CCCCCC1)NCCN1C(=O)S/C(=C\c2ccccc2Cl)C1=O
0	-3.2	-2.2	Cc1ccc2[nH]c3c(c2c1)CCc1cn[nH]c1-3
-52	x	x	CC(C)C(C)NC(=O)COc1ccc(OCc2ccccc2)cc1 (stereo not given)
47	0.27	-0.53	CC(C)Sc1nc2ccc(N3C(=O)C4CCCCC4C3=O)cc2s1 (stereo not given)
27	x	x	CC(=O)c1ccc(NC(=S)NC(C)c2ccc(Cl)cc2Cl)cc1 (stereo not given)
x	-1.2	-0.62	O=c1cc(-c2ccc([N+](=O)[O-])cc2)nc2cc(-c3ccc(Cl)cc3)[nH]n12
38	x	x	CCS(=O)(=O)c1nc2ccccc2n1Cc1ccccn1
39	-0.3	-0.88	CNC(=O)CN(c1cc(C)ccc1OC)S(=O)(=O)c1ccc(C)cc1
33	1.7	2	CCCC/C(O)=N\S(=O)(=O)c1ccc(N=NN(C)C)cc1
41	x	x	O=C(NCc1ccccc1)NC(O)C(Cl)(Cl)Cl (stereo not given)
5	0.33	-0.15	CC(=O)c1n[nH]nc1NC(=O)c1ccccc1
x	0.63	0.08	CCCN1CCN(C(=O)c2cc3c(s2)-c2ccccc2S(=O)(=O)C3)CC1
12	1.6	1.8	CN(c1ccc(C(=O)Nc2ccccc2C(=O)N2CCOCC2)cc1)S(C)(=O)=O
62	x	x	CCOC(=O)c1ccccc1NC(=O)c1cccc([N+](=O)[O-])c1
-15	-0.08	-0.43	COc1cccc(C(O)c2cnc(C(C)C)n2C)c1OC (stereo not given)
x	0.1	0.65	Cc1ccc(N2N=C(c3ccc(Br)cc3)CCC2=O)cc1
21	0.5	0.63	Cc1ccc(CNC(=O)CS(=O)CC(=O)O)cc1 (stereo not given)
36	x	x	COc1ccc(Cc2noc(-c3ccccc3)n2)cc1OC
-5	-0.3	-0.88	COc1ccc(CCNC(=O)CCCn2c(=O)[nH]c3cc(OC)c(OC)cc3c2=O)cc1OC

# Screening data deposited in PubChem BioAssay by several laboratories.
